# Assay outcomes as filed in PubChem.
# TNAP activation fold = human TNAP enzyme activators, primary screen, biochemical, luminescent, no phosphate acceptor, uHTS (AID 1001) | activation fold at 20 µM, or EC50 in µM where a hit was titrated | purified TNAP, luminescent activation assay, no phosphate acceptor; higher activation fold means a stronger effect | hit rate 0.03% among 200,000; in the data active = activation fold from about 3, or a potency from the dose series; inactive = the rest, 99 in 100 with activation fold below about 1.6; note: many of its hits are not listed in these tables
# Dynein transport = inhibitors of GR-EGFP nuclear translocation, primary screen, dynein cargo transport inhibitor project, imaging, high-content, 3617.4 mouse cells | test concentration mostly 20 µM; stimulated with dexamethasone, 1 µM; active compounds read low | z-score, hits read low | hit rate 0.47% among 220,000 | AID 1381, 2008;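 active = plate z-score of nuclear minus cytoplasmic receptor signal below a set negative limit, without overly bright fluorescence or cell loss, cut at about -3.5 in these data, passing the limit was not always enough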;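 note: z-score of nuclear minus cytoplasmic ring GR-EGFP intensity difference per well; some compounds called inactive have numbers as strong as hits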
#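 medium = tetracycline-free induction medium containing charcoal-stripped FBS | probe or stimulus = dexamethasone, 1.0 µM final | timing = 48 h induction, then 1 h compound, then 30 min agonist, 37 °C | detection = automated 10x imaging of fixed Hoechst-stained cells | read-out basis = nuclear versus cytoplasmic GR-EGFP signal, averaged per well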
# Lipid droplet = inhibitors of hepatocyte lipid droplet formation, primary screen, imaging, high-throughput imaging, BODIPY stain; AML12 mouse hepatocytes, oleate lipid droplets; inhibition, % at 6.5 µM; hit rate 0.4% among 240,000; AID 1656, 2009;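 active = lipid droplet intensity inhibited by at least 50%, with more than 500 cells counted; inconclusive = wells with under 300 cells, treated as cytotoxic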
#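 Assay system: AML12 mouse liver cells | Compound dosing: One dose, 6.5 µM compound | Read-out basis: Droplet intensity reduction, % inhibition | Measured by: Fluorescence imaging, 20x objective, two fields per well | Schedule: Overnight treatment with compound plus oleate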
# Insulin prom up = insulin promoter activators in MIN6 cells, imaging, high-content screening, mouse beta cells. MIN6 insulin promoter-GFP reporter; active compounds read high. hit rate 0.3% among 190,000. AID 1625, 2009. z-score at 5 µM;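 active = z-score above 3 at 5 µM with at least 500 cells counted in the well; inconclusive = wells under 500 cells, flagged as cytotoxic or low count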
# MT stabilize HCS = microtubule stabilizers in HeLa cells, primary screen, imaging, high-content imaging; HeLa tubulin immunostaining HCS, 24 h; share of cells brighter than vehicle mean+2SD; % tubulin-high responders, % at 10 µM; hit rate 0.83% among 200,000;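 active = plate Z-score above 3 for both tubulin-high and condensed-nucleus cell shares, with cell loss under 80%, at 10 µM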;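 note: anti alpha tubulin signal scored within the nucleus-defined area of each cell; some results filed as inactive read as strong as hits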
# T cell modulator = modulators of CD8 T cell-vesicle binding, primary screen, mouse 2C CD8+ T cells, flow cytometry; calls only at 7 µM; hit rate 0.068% among 330,000; 2C CD8+ T cell-vesicle binding; active compounds read low; AID 2052, 2009;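 active = response, share of CD8 T cells binding vesicles, and their 90th percentile fluorescence all below set limits, cut at about 80% in these data, passing the limit was not always enough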
#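 Test system: purified 2C TCR transgenic mouse naive CD8+ T cells. Probe or stimulus: QL9-peptide-loaded Drosophila micro-vesicles bearing Ld, ICAM-1 and B7-1. Incubation: binding step 1.5 h, 37 °C, antibody labelling 20 min, ice. Measured by: flow cytometry of vesicle-bound cells.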
# b-catenin transl = modulators of beta-catenin nuclear translocation, primary screen, imaging, HeLa cells, immunofluorescence, high-content; nuclear translocation activity, % at 5 µM; hit rate 0.3% among 190,000; AID 1665, 2009;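 active = nuclear translocation activity above 50% at 5 µM, with a well cell count of 50 or more; inconclusive = wells under 50 cells across six images, flagged as toxic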;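 note: per-cell ratio of nuclear to cytoplasmic median beta-catenin stain intensity; plate controls were DMSO negative control for no effect and GSK-3 inhibitor IX positive control for full effect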
#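 Test system: HeLa cells, endogenous beta-catenin; Compound: single 5 µM dose plus 0.02–20 µM confirmation series; Times: compound exposure 24 h at 37°C; Signal: fluorescence imaging of beta-catenin antibody stain plus DAPI; Read-out: % activation, nuclear-to-cytoplasmic median beta-catenin signal ratio per cell.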
# human PMI inhibition = inhibitors of human PMI, primary screen, biochemical, fluorescence intensity, coupled assay (AID 1209); purified PMI enzyme, coupled fluorescence intensity; higher % means a stronger effect; Mannose-6-phosphate isomerase (Homo sapiens); hit rate 0.42% among 190,000; one-dose inhibition, % at 20 µM; IC50 in µM for titrated hits; in the data active = inhibition above about 50%;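 note: plate controls were DMSO vehicle for no effect and wells lacking substrate for full effect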
# Myeloid diff MLP = induction of myeloid progenitor differentiation, primary screen, cell-based, flow cytometry, MLPCN library. ER-HoxA9 myeloid progenitors, lysozyme-GFP differentiation. calls only at 10 µM. hit rate 1% among 360,000;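 active = normalized GFP-positive differentiation at or above the plate's own cutoff, the solvent-only control mean plus 3 SD; inconclusive = no clear call, values can overlap the other calls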;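 note: cells exposed to compound for four days before flow analysis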
# Dynein transport cytoplasmic EGFP = recorded beside Dynein transport, whose call it bears; z-score; measured here: cytoplasmic GR-EGFP intensity; active compounds read high
# Dynein transport nuclear GR-EGFP = recorded beside Dynein transport, whose call it bears; z-score; measured here: nuclear GR-EGFP intensity;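 lower value marks the stronger effect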
# Dynein transport cell count = also measured in Dynein transport; calls as there; z-score; measured here: cell count per field
# Insulin prom up cell count = further read-out of Insulin prom up, marked with its call; cell count; measured here: cytotoxicity, nuclei count;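 total cells summed across four imaged fields per well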
# Lipid droplet cells 6.5 µM = recorded beside Lipid droplet, whose call it bears; cell count; measured here: cell count, cytotoxicity flag;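 cells counted across two imaged fields per well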
# b-catenin transl cell count 5 µM = further read-out of b-catenin transl, marked with its call; cell count; measured here: cell count, cytotoxicity flag
# T cell modulator vesicle-bound % = second read-out of T cell modulator, no call of its own (marks repeat the call); double positive events, %; measured here: CD8+ vesicle-bound cell fraction;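 binding gate set so that unloaded-vesicle control wells show 10% double positive cells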
# MT stabilize HCS Hoechst-high % = further read-out of MT stabilize HCS, marked with its call; % Hoechst-high responders; measured here: nuclear condensation Hoechst responders;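 share of cells brighter than vehicle mean plus two SD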
# MT stabilize HCS cytotoxicity % = second read-out of MT stabilize HCS, no call of its own (marks repeat the call); toxicity, %; measured here: cytotoxicity by cell density;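 0% = mean cell density of plate MIN control wells and 100% = no cells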
# Myeloid diff MLP GFP+ MAC1+ % = recorded beside Myeloid diff MLP, whose call it bears; GFP+ MAC1+ double positive, %; measured here: differentiation confirmed by MAC1 staining
# * = called active by the depositor; i = inactive; ? = inconclusive; / = not tested or not shown.
Structure	Insulin prom up	Dynein transport nuclear GR-EGFP	T cell modulator vesicle-bound %	Dynein transport cell count	Insulin prom up cell count	Lipid droplet	Dynein transport cytoplasmic EGFP	MT stabilize HCS cytotoxicity %	human PMI inhibition	Lipid droplet cells 6.5 µM	Myeloid diff MLP	MT stabilize HCS Hoechst-high %	T cell modulator	Dynein transport	TNAP activation fold	MT stabilize HCS	b-catenin transl cell count 5 µM	b-catenin transl	Myeloid diff MLP GFP+ MAC1+ %
CCN(CC)C(=O)c1c2c(nc3ccccc13)-c1ccccc1CC2	0.12	0.757	2.6	1.06	1947	-13.7	-0.25	6.3	9.6%	511	i	1.6	i	0.376	1	4.6	1103	-0.6	0.2
Cc1ccc(NC(=S)/C(=C(\[O-])c2ccc(F)cc2)[n+]2ccccc2)cc1	-0.88	-0.553	34.9	2.48	1308	-1.1	-0.348	3.1	8.1%	686	i	3.0	i	-1.13	1.1	3.5	1079	-1.9	0.8
CN(C)Cc1c(O)ccc2c(-c3ccccc3)cc(=O)oc12	-0.62	0.391	40.8	0.0582	1631	16.7	-0.125	3.7	3.8%	684	i	1.8	i	0.173	1.1	1.5	1598	-0.8	1.9
Cc1cc(-c2ccc(/C=N/n3cnnc3)o2)ccc1Cl	0.69	-0.748	51.3	0.587	1002	-0.2	-0.299	3.9	-13.1%	743	i	6.9	i	-0.926	1.1	4.9	/	/	0.2
O=[N+]([O-])c1ccc(Oc2ccc(F)cc2)c2ccncc12	-0.28	0.633	13.2	0.197	898	-3.6	0.364	0.8	20.0%	781	i	1.4	i	0.519	1.1	2.1	1163	-3.5	0.5
CC1CCCC(NC(=O)COC(=O)Cc2ccsc2)C1C (stereo not drawn)	-1.25	0.546	57.6	-1.18	941	-7.7	3.21	4.5	3.6%	741	i	1.1	i	-0.184	1.1	2.6	1204	-5.3	1.0
O=C(Nc1ncc(Cc2ccccc2)s1)c1cccs1	-0.71	-0.19	42.0	0.547	1081	/	-0.215	1.9	9.2%	/	i	2.1	i	-0.498	1.1	1.6	1010	-10.1	0.5
O=[N+]([O-])c1nn(-c2ccccc2)n(O)c1=NCCc1ccccc1	0.56	0.404	61.0	-1.24	1269	10.2	-0.212	3.5	-5.6%	690	?	1.5	i	0.65	0.9	1.2	546	-4.2	/
O=C(/C=C/c1ccc(Cl)c(Cl)c1)NC1=NCCS1	0.2	-0.48	57.1	0.761	1442	11.0	-0.245	4.0	-1.7%	653	i	1.7	i	0.267	1	3.7	1550	-0.6	1.0
O=C(Nc1ccccc1)c1ccc2c(c1)OCO2	-1.48	0.559	48.0	-0.118	825	-10.7	0.207	0.6	-3.6%	703	i	2.2	i	1.25	1.1	3.9	1143	-1.0	0.7
CCOc1ccc(N=c2scc(-c3ccc(OC)cc3)n2CCO)cc1	/	-0.189	41.5	-0.329	/	22.7	-0.201	3.7	3.9%	705	i	2.9	i	-0.471	1	1.8	1035	-0.8	5.9
O=C(CN1CCN(Cc2ccccc2)CC1)N1N=CCC1c1ccccc1 (stereo not drawn)	0.55	0.294	51.3	0.476	1686	-21.2	-0.301	6.9	-26.4%	711	i	1.2	i	0.144	1	4.9	918	-2.9	0.4

# 2 of these compounds in a different format.
# Second line of a record – Insulin prom up	Dynein transport nuclear GR-EGFP	T cell modulator vesicle-bound %	Dynein transport cell count	Insulin prom up cell count	Lipid droplet	Dynein transport cytoplasmic EGFP	MT stabilize HCS cytotoxicity %	human PMI inhibition	Lipid droplet cells 6.5 µM	Myeloid diff MLP	MT stabilize HCS Hoechst-high %	T cell modulator	Dynein transport	TNAP activation fold	MT stabilize HCS	b-catenin transl cell count 5 µM	b-catenin transl	Myeloid diff MLP GFP+ MAC1+ %
> CC1CCCC(NC(=O)COC(=O)Cc2ccsc2)C1C (stereo not drawn)
 : -1.25	0.546	57.6	-1.18	941	-7.7	3.21	4.5	3.6%	741	i	1.1	i	-0.184	1.1	2.6	1204	-5.3	1.0
> O=C(Nc1ncc(Cc2ccccc2)s1)c1cccs1
 : -0.71	-0.19	42.0	0.547	1081	/	-0.215	1.9	9.2%	/	i	2.1	i	-0.498	1.1	1.6	1010	-10.1	0.5

# (cont.)
Structure	Insulin prom up	Dynein transport nuclear GR-EGFP	T cell modulator vesicle-bound %	Dynein transport cell count	Insulin prom up cell count	Lipid droplet	Dynein transport cytoplasmic EGFP	MT stabilize HCS cytotoxicity %	human PMI inhibition	Lipid droplet cells 6.5 µM	Myeloid diff MLP	MT stabilize HCS Hoechst-high %	T cell modulator	Dynein transport	TNAP activation fold	MT stabilize HCS	b-catenin transl cell count 5 µM	b-catenin transl	Myeloid diff MLP GFP+ MAC1+ %
COc1cc(NC(=O)c2cccnc2)ccc1-c1cc2ccccc2oc1=O	0.84	0.238	0.2	0.347	1002	-3.8	-0.325	6.5	-23.5%	666	/	3.2	i	-0.729	1	4.3	851	1.5	/
CC1=NOC(=O)/C1=C\c1ccc(-c2ccc(Br)cc2C(=O)O)o1	0.73	0.371	33.8	-0.611	1418	-2.3	-0.275	5.0	-39.9%	746	i	1.1	i	0.263	0.9	3.6	1094	-0.8	0.0
Cc1cc(C)nc(NC(=O)CSc2ccccn2)n1	/	-0.143	53.1	0.511	/	-4.4	-0.166	10.7	4.7%	744	i	2.8	i	-0.955	1	2.5	557	-1.7	0.8
O=C(N/N=C/c1c(Cl)cccc1Cl)c1n[nH]c2c1CCCC2	/	-0.376	27.8	0.494	/	-0.8	0.146	1.7	-0.5%	487	i	4.0	i	-1.15	1.5	4.6	931	-0.5	0.2
O=C(CSc1ncc(-c2ccccc2)n1-c1ccccc1)NCc1ccco1	-0.12	0.317	35.2	0.195	1163	-4.2	-0.153	8.7	15.8%	759	i	3.0	i	0.261	1.1	2.7	/	/	9.1
COc1cccc(N(C(=O)c2ccco2)c2nc(-c3sc(NC(=O)c4ccco4)nc3C)cs2)c1	/	-0.994	10.8	2.17	/	/	0.0625	28.0	10.2%	/	i	7.9	i	-1.3	1	16.8	/	/	1.2
COC(=O)c1cc(NC(=O)Nc2ccccc2OC)cc(C(=O)OC)c1	1.83	0.629	62.9	-0.681	917	-1.1	-0.199	14.2	15.0%	845	i	2.0	i	0.478	1.1	1.9	928	3.6	2.5
Cc1[nH]nc(SCC(=O)NC2CCCCC2)c1[N+](=O)[O-]	-0.39	1.37	36.7	-2.01	1215	22.4	-0.135	4.7	-15.6%	788	i	1.3	i	0.813	1.1	1.3	1111	-2.1	0.2
O=C(COC(=O)C(O)c1ccccc1)NC12CC3CC(CC(C3)C1)C2 (stereo not drawn)	0.64	0.659	11.5	0.511	1089	/	-0.226	11.3	1.3%	/	i	2.4	i	0.437	1.1	2.6	1140	1.2	1.4
CC(OC(=O)c1ccc2c(=O)n3c(nc2c1)CCC3)C(N)=O (stereo not drawn)	0.08	0.248	58.8	0.5	1340	-7.1	-0.224	4.1	-0.1%	691	i	1.3	i	0.453	1.1	1.6	1143	-1.8	0.7
Cc1ccc(Sc2c(C(=O)Nc3ccc(F)cc3F)c(C(F)(F)F)nn2C)cc1	/	/	31.6	/	/	/	/	3.5	2.8%	/	i	1.1	i	/	1.1	1.1	/	/	1.1
COC(=O)c1cc(Sc2c(Cl)cccc2Cl)ccn1	-0.48	0.576	37.3	-0.117	1461	-8.6	-0.289	2.8	-36.4%	706	i	2.5	i	0.84	1.1	5.1	1445	0.8	0.3

# Whole records, quoted from the list.
# Entry for `O=C(CSc1ncc(-c2ccccc2)n1-c1ccccc1)NCc1ccco1` → Insulin prom up = -0.12; Dynein transport nuclear GR-EGFP = 0.317; T cell modulator vesicle-bound % = 35.2; Dynein transport cell count = 0.195; Insulin prom up cell count = 1163; Lipid droplet = -4.2; Dynein transport cytoplasmic EGFP = -0.153; MT stabilize HCS cytotoxicity % = 8.7; human PMI inhibition = 15.8%; Lipid droplet cells 6.5 µM = 759; Myeloid diff MLP = i; MT stabilize HCS Hoechst-high % = 3.0; T cell modulator = i; Dynein transport = 0.261; TNAP activation fold = 1.1; MT stabilize HCS = 2.7; b-catenin transl cell count 5 µM = /; b-catenin transl = /; Myeloid diff MLP GFP+ MAC1+ % = 9.1
# Entry for `O=C(N/N=C/c1c(Cl)cccc1Cl)c1n[nH]c2c1CCCC2` → Insulin prom up = /; Dynein transport nuclear GR-EGFP = -0.376; T cell modulator vesicle-bound % = 27.8; Dynein transport cell count = 0.494; Insulin prom up cell count = /; Lipid droplet = -0.8; Dynein transport cytoplasmic EGFP = 0.146; MT stabilize HCS cytotoxicity % = 1.7; human PMI inhibition = -0.5%; Lipid droplet cells 6.5 µM = 487; Myeloid diff MLP = i; MT stabilize HCS Hoechst-high % = 4.0; T cell modulator = i; Dynein transport = -1.15; TNAP activation fold = 1.5; MT stabilize HCS = 4.6; b-catenin transl cell count 5 µM = 931; b-catenin transl = -0.5; Myeloid diff MLP GFP+ MAC1+ % = 0.2
